# Assay outcomes: PubChem BioAssay, Sanford-Burnham Center for Chemical Genomics
# XBP1 UPR activ – activators of adaptive XBP1 UPR arm, primary screen, cell-based, CHO-XBP1 luciferase reporter, luminescence, uHTS; IRE1-XBP1 UPR activation; percent of tunicamycin response, DMSO as zero; activation, % at 20 µM; hit rate 0.33% among 330,000; AID 463104, 2010;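 active = versus positive control, 20 µM dose yields 30% or more activation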;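 note: 100% = tunicamycin at 10 µg/mL and 0% = DMSO only wells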
#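 Test system: CHO-XBP1 luciferase reporter cells | Buffer or medium: Serum-containing F12 medium, 10% FBS | Schedule: 6 h compound exposure at 37 °C, 5% CO2 | Detection: Steady-Glo luciferase glow luminescence, 10 min after reagent addition | Read-out basis: Activation, % of tunicamycin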
# Gli-Sufu antag – Gli-Sufu pathway antagonists, primary screen, luciferase luminescence, Sufu-KO-LIGHT cells, uHTS; Sufu-KO-LIGHT fibroblasts, Gli luciferase reporter luminescence; inhibition, % at 5 µM; hit rate 0.74% among 340,000; AID 588413, 2011;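 active = inhibition above about 55%, limit read from the data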;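 note: 0% = DMSO-treated cells and 100% = wells with medium but no cells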
# CCR6 antag – CCR6 receptor antagonists, primary screen, cell-based, CHO-K1, luminescence, beta-arrestin, uHTS. C-C chemokine receptor type 6 (Homo sapiens), P51684. CHO-K1 CCR6 PathHunter beta-arrestin, CCL20-stimulated. inhibition, % at 20 µM. hit rate 0.49% among 340,000;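 active = compounds whose inhibition of the agonist-driven luminescence signal at 20 µM reaches about 50%, limit read from the data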;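 note: cells stimulated with CCL20 at 14 nM final; plate controls were DMSO with CCL20 for no effect and DMSO without agonist for full effect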
# Target sequence (P51684 whole entry, looked up): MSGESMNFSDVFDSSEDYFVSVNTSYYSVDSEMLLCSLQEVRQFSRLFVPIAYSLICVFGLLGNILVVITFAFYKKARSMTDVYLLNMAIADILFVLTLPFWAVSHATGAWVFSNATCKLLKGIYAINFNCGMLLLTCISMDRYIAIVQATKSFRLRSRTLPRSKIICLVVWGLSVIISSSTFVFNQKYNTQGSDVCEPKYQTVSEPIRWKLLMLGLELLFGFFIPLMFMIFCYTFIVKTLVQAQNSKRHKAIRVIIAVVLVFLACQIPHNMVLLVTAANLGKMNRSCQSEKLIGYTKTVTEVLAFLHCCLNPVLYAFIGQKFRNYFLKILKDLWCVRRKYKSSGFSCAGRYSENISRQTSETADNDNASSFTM
# Jurkat NFkB inh – inhibitors of induced NF-kB luciferase reporter, primary screen, TCR NF-kB activation inhibitor project, cell-based, luminescence, uHTS | hit rate 0.53% among 330,000 | inhibition, % at 4 µM | Jurkat, PMA/ionomycin-induced NF-kB luciferase reporter | AID 435003, 2010; in the data active = inhibition above about 50%
# CXCR6 inh – CXCR6 receptor inhibitors, primary screen, cell-based, beta-arrestin, luminescence, CHO-K1 PathHunter, 1536-well; AID 602244, 2012; inhibition, % at 20 µM; hit rate 0.36% among 360,000; in the data active = inhibition above about 34%, passing the limit was not always enough;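 note: antagonist mode with CXCL16 agonist at 10 nM final; 0% = 10 nM CXCL16 with DMSO and 100% = unstimulated wells without agonist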
# Target sequence (O00574 whole entry, looked up): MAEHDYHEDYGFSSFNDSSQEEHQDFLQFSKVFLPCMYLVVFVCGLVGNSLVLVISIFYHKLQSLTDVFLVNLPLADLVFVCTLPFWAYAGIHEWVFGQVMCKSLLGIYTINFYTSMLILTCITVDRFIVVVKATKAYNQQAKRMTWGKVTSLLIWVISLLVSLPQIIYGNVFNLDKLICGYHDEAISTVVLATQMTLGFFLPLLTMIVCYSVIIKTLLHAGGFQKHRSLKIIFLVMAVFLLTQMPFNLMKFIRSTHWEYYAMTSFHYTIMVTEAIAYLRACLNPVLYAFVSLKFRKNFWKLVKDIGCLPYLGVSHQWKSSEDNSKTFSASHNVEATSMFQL
# UPR CHOP act – activators of apoptotic CHOP UPR arm, primary screen, cell-based, CHO-CHOP luciferase reporter, luminescence, uHTS; UPR activation; percent of tunicamycin response over DMSO baseline; hit rate 0.34% among 330,000; activation, % at 10 µM;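 active = at 10 µM dose, activation of 40% or more, normalized to positive control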;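 note: 100% = tunicamycin at 10 µg/mL and 0% = DMSO alone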
#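 measured by = luciferase luminescence | assay system = CHO-CHOP cells, stable luciferase reporter of PERK-eIF2a-CHOP signalling | amount = 500 reporter cells seeded per well | timing = 6 h compound exposure at 37 °C after overnight seeding | controls = positive tunicamycin 10 µg/mL, negative DMSO alone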
# 697 NFkB inh – inhibitors of PMA/ionomycin-induced NF-kB reporter, 697 cells, primary screen, B-cell NF-kB inhibitor project, cell-based, luminescence, uHTS; 697 B-cell NF-kB luciferase reporter, 16 h; inhibition, % at 4 µM; hit rate 0.33% among 330,000; AID 435022, 2010; in the data active = inhibition above about 35%
# Mdm2 MdmX PPI – inhibitors of human Mdm2-MdmX association, primary screen, cell-based, luminescence, split luciferase, SaOS-2, uHTS. SaOS-2 split-luciferase Mdm2/MdmX complementation. Protein Mdm4 (Homo sapiens) + E3 ubiquitin-protein ligase Mdm2 (Homo sapiens), …. inhibition, % at 8 µM. hit rate 3% among 330,000;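 active = inhibition of at least 50% at 8 µM in the primary screen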
# EBI2 block – EBI2 receptor antagonists, beta-arrestin recruitment, primary screen, cell-based, luminescence, 7a,25-OHC stimulation, uHTS; AID 651636, 2012; G-protein coupled receptor 183 (Homo sapiens), P32249; 7a,25-OHC stimulated; hit rate 0.81% among 360,000; inhibition, % at 5 µM; in the data active = inhibition above about 38%;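 note: enzyme fragment complementation signal reports receptor beta-arrestin coupling in cells; 0% = agonist plus DMSO wells and 100% = wells without agonist; some results beyond the cut were filed as inactive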
# Target sequence (P32249 whole entry, looked up, the tested form may be a part): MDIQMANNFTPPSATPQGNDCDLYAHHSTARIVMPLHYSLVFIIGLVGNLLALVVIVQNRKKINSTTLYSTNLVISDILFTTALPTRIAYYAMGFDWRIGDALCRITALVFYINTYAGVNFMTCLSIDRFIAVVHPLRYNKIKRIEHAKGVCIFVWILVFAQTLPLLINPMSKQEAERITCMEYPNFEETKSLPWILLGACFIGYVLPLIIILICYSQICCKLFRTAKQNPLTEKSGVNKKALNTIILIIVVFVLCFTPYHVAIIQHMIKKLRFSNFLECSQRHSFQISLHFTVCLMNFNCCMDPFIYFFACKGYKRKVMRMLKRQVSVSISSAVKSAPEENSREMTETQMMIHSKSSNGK
# * marks the source's active call; other numbers are inactive results; . = not tested or not shown. Random draw from the library; overall some 5% were active at least once.
SMILES,XBP1 UPR activ,Gli-Sufu antag,CCR6 antag,Jurkat NFkB inh,CXCR6 inh,UPR CHOP act,697 NFkB inh,Mdm2 MdmX PPI,EBI2 block
CCCN1C(=O)c2cc(C(=O)NCCc3cccc(C)c3)ccc2C1O (configuration not stated),1,-7,11,-9,5,0.2,4,11,-7
CCCc1c(C(=O)N/N=C/c2ccccc2OCc2ccc(F)cc2)nnn1-c1nonc1N,12,-7,10,19,-7,5.3,-10,-2,-12
Cc1cc(Cc2cc(C)c(O)c(CO)c2)cc(CO)c1O,.,-2,0,.,4,.,.,.,-4
CCNC(=S)NNC(=O)c1ccc(OC(F)F)cc1,-1,-9,12,0,7,-1.1,13,9,-8
O=C1C=C(c2ccc(-c3ccccc3)cc2)C[C@@H](c2ccc(Cl)cc2)C1,-2,2,2,12,-2,0.3,-1,0,36
N/C(=N\OC(=O)c1cccc(Br)c1)c1ccc([N+](=O)[O-])cc1,5,-7,-11,-7,-13,5.9,-20,-16,-7
CNc1nc(SC(C)C(=O)Nc2ccc(Cl)c(Cl)c2)nc(N2CCOCC2)n1 (configuration not stated),1,3,-1,3,-10,-0.2,-36,37,-3
Cc1ccc(CS(=O)(=O)Cc2ccc(C(=O)NCCCN3CCOCC3)o2)cc1,-1,1,-1,-3,1,-0.9,3,3,8
COc1cc(C(=O)Nc2nc3ccc(S(C)(=O)=O)cc3s2)cc(OC)c1C,0,5,14,-4,-10,1.1,12,-17,-7
Cc1cc(NC(=O)CSc2nc3ccccc3c(=O)n2C2CCCC2)no1,23,21,2,64*,-4,-0.5,15,39,11
Cc1ccc(C(=O)NCC(=O)N/N=C/c2cccs2)cc1C,1,-1,4,-5,8,-0.7,-5,-15,1
CN(C)C=NC(=O)/C(C#N)=C/c1ccccc1,1,-4,7,9,19,3.2,6,18,-12
COc1cccc(C(C(=O)NC(C)(C)C)N(C(=O)CCC(=O)Nc2cc(C)on2)C(C)(C)C)c1OC (configuration not stated),1,-4,22,-7,4,-0.5,18,-4,-8
O=C(CSc1n[nH]c(-c2ccccc2)n1)Nc1ccc(F)cc1F,-2,-3,8,-9,6,0.3,10,-8,5
COC(=O)CCSc1cc([N+](=O)[O-])cc2c1c(C1OCCO1)nn2-c1ccccc1,-1,8,15,14,-2,0.5,-28,0,-13
O=C1c2ccccc2CN2C(=O)c3ccccc3CN12,-1,-3,12,15,-2,-0.5,12,-2,-5
COc1ccccc1OCC(=O)NC1CCCCCC1,2,-23,10,-17,2,0.0,-22,-10,2
CCOc1ccc(NC(=O)CN(C)C(=O)c2ccc(N3CCCC3)c([N+](=O)[O-])c2)cc1OCC,0,-3,23,-26,9,0.8,-30,7,-4
CN1CCN(S(=O)(=O)CC2(C)C3CCC2(C)C(=O)C3Br)CC1 (configuration not stated),0,10,9,4,-4,0.0,-3,-6,-4
CC1(C)Cc2c(c(N3CCCC3)nc3sc4c(N5CCN(CCO)CC5)ncnc4c23)CO1,5,6,7,10,3,0.5,17,11,24
NC(=O)CSC1=N/C(=C\c2ccco2)C(=O)N1c1ccc(OC(F)F)cc1,-2,-9,10,12,5,-1.4,16,11,5
COc1ccc(-n2nc(C(=O)NCC(=O)Nc3ccccn3)c3ccccc3c2=O)cc1,0,3,5,14,0,0.9,12,21,1
CCN(CC)S(=O)(=O)c1cccc(NC(=O)COC(=O)c2cc(C)oc2C)c1,-3,-2,27,5,-1,5.0,1,-4,8
COc1ccc(/C=C(\C#N)C(=O)NCCc2ccccc2)cc1OCc1ccccc1,-2,13,15,5,6,0.0,15,20,43
Cc1ccc(C(=O)NCCSC(C)(C)C)cc1,-6,-76,21,-112,2,1.5,-119,-8,1

# (cont.)
SMILES,XBP1 UPR activ,Gli-Sufu antag,CCR6 antag,Jurkat NFkB inh,CXCR6 inh,UPR CHOP act,697 NFkB inh,Mdm2 MdmX PPI,EBI2 block
O=C(CN1C(=O)c2ccccc2S1(=O)=O)Nc1cc(S(=O)(=O)N2CCCCC2)ccc1Cl,-2,-3,7,13,0,1.2,5,3,-2
CCOP(=O)(Nc1cccc2oc(=O)c3ccccc3c12)OCC,.,2,4,.,-8,.,.,.,4
COc1ccccc1N1CCN(c2nc(C)cc(=O)[nH]2)CC1,.,-15,-8,.,-13,.,.,.,-15
CCC(Sc1nc2ccccc2c(=O)n1CC1CCCO1)C(=O)NCc1cccnc1 (configuration not stated),1,-5,1,-3,-9,-1.3,-6,1,-20
COCCN(C(=O)CSc1nnc(Nc2ccccc2F)s1)c1c(N)n(Cc2ccccc2)c(=O)[nH]c1=O,2,2,9,-6,-2,0.3,24,-11,-23
COC(=O)c1cc(NC(=O)Cc2cc(OC)c(OC)c(OC)c2)cc(C(=O)OC)c1,3,-2,3,5,-5,-1.5,26,7,4
COc1cc2c(cc1OC)C(c1cccs1)NCC2 (configuration not stated),-4,-4,8,-4,-6,2.7,-7,14,8
O=C(OCc1ccccn1)C1CCN(C(=O)c2ccc(Cl)cc2)CC1,-3,5,1,4,5,0.7,7,36,34
CN(c1ccccc1C(=O)Nc1ccc2c(c1)n(C)c(=O)n2C)S(C)(=O)=O,-2,2,3,-5,3,-0.2,12,20,-4
CN(C)c1nc2ccccc2c(N)c1-c1ccccc1,-3,9,6,-2,6,0.3,-3,12,8
Cc1cc(-c2n[nH]c(=S)n2/N=C/c2ccco2)n[nH]1,0,25,8,-1,12,1.1,3,6,-7
Cc1ccc(C(=O)NNc2c3ccccc3nc3ccccc23)cc1,0,11,38,-24,21,1.4,11,1,24
O=C(Cn1ncc(N2CCOCC2)c(Cl)c1=O)c1ccc(Cl)cc1,1,-12,6,-10,-2,13,-16,-4,-15
C=C(C)C(=O)O[C@H]1C/C(C)=C\C(=O)/C=C(\C)[C@H](O)[C@@H]2OC(=O)C(=C)[C@@H]21,-7,4,11,77*,9,2.8,-119,95*,-32
Cc1ccc(SCC(=O)NC(=O)NC(C)C)c(C)c1,0,4,7,-6,1,-1.3,5,14,-14
CC(C)(O)C#Cc1ccc(C(=O)N2CCC(C(N)=O)(N3CCCCC3)CC2)o1,-9,-9,-6,-3,-7,0.1,-20,-1,-5
Cc1ccc(NC(=O)CCC(=O)N2CCC(c3ccccc3)=N2)cc1S(=O)(=O)N1CCCCC1,-1,10,4,3,3,1.7,-32,37,0
CCOC(=O)c1c(C)[nH]c(C(=O)COC(=O)c2oc3ccc(OC)cc3c2C)c1C,3,-4,-9,-5,0,-0.9,-35,25,15
CCCCN(C1CCS(=O)(=O)C1)S(=O)(=O)c1ccc(OC)c(OC)c1 (configuration not stated),-2,-8,7,1,-3,-0.7,-1,-1,-10
Brc1ccc(C=Nc2ccc(Nc3ccccc3)cc2)s1,.,-13,12,.,-5,.,.,.,12
COc1ccc(C(=O)N2CCC(N3CCN(c4ccccc4)CC3)CC2)cc1,-5,5,16,0,-2,-1.9,4,10,5
CCOc1ccc(S(=O)(=O)N2CCN(c3ccccn3)CC2)cc1,-4,8,9,14,2,-2.7,3,22,-7
CC(C)C(C)(C#N)NC(=O)CN1C(=O)NC2(CCCc3ccccc32)C1=O (configuration not stated),-2,-6,-6,-9,-6,-0.9,-1,4,-8
COc1ccc(CCNC(=O)COC(=O)Cc2cc(OC)c(OC)c(OC)c2)cc1,5,-6,10,-1,0,0.3,12,-26,-5
Cc1c(CC(=O)O)c(=O)oc2c(C)c3occ(-c4ccc(F)cc4)c3cc12,-5,-11,3,-5,-4,0.7,1,7,-12

# Reformatted bar-delimited: 4 of the compounds above
smiles | XBP1 UPR activ | Gli-Sufu antag | CCR6 antag | Jurkat NFkB inh | CXCR6 inh | UPR CHOP act | 697 NFkB inh | Mdm2 MdmX PPI | EBI2 block
COc1cc2c(cc1OC)C(c1cccs1)NCC2 (configuration not stated) | -4 | -4 | 8 | -4 | -6 | 2.7 | -7 | 14 | 8
O=C(OCc1ccccn1)C1CCN(C(=O)c2ccc(Cl)cc2)CC1 | -3 | 5 | 1 | 4 | 5 | 0.7 | 7 | 36 | 34
CN(c1ccccc1C(=O)Nc1ccc2c(c1)n(C)c(=O)n2C)S(C)(=O)=O | -2 | 2 | 3 | -5 | 3 | -0.2 | 12 | 20 | -4
CN(C)c1nc2ccccc2c(N)c1-c1ccccc1 | -3 | 9 | 6 | -2 | 6 | 0.3 | -3 | 12 | 8

# (next part)
SMILES,XBP1 UPR activ,Gli-Sufu antag,CCR6 antag,Jurkat NFkB inh,CXCR6 inh,UPR CHOP act,697 NFkB inh,Mdm2 MdmX PPI,EBI2 block
CC1C2(C)OCC(C#N)(C(=N)O2)C1(C#N)C#N (configuration not stated),1,.,.,-10,.,-0.3,-18,-15,.
COC(=O)CN1C(c2ccccc2O)Nc2ccc(Br)cc2C1c1ccccc1 (configuration not stated),-2,-1,8,8,6,1.1,10,15,5
O=C(NC1CCCCC1)C(c1ccncc1)N(Cc1ccc2c(c1)OCO2)C(=O)C(F)(F)F (configuration not stated),-2,3,7,4,0,0.8,10,2,6
O=C(NCCCn1ccnc1)c1ccc(-c2ccccc2)cc1,5,3,-6,-11,5,5.4,9,-5,-8
NC(=O)CN1CCN(c2ccccc2F)CC1,-1,-2,-4,-22,-8,-1.9,-32,-10,-12
COc1ccc2c(c1)C=C(C(=O)NCc1ccc(Cl)cc1)CO2,-2,-7,5,-13,1,-1.5,-3,-22,17
O=[N+]([O-])c1ccc(C=Nc2cccc3ccccc23)s1,-3,-4,-3,26,1,-0.9,11,18,-9
OC(CN1c2ccccc2Sc2ccccc21)Cn1nnc2ccccc21 (configuration not stated),3,4,-12,7,-11,5.5,-14,29,-5
Cn1nc(C(=O)N2CCN(c3cccc(Cl)c3)CC2)c2c1-c1ccccc1S(=O)(=O)C2,-4,8,16,3,5,0.9,-11,5,7
Cc1ccc([N+](=O)[O-])cc1-c1ccc(/C=N/NC(=O)c2cc3c(ccc4ccccc43)o2)o1,-3,1,6,9,5,2.1,20,30,-2
COc1cccc(/C=N/NC(=O)Cn2nc(C)c([N+](=O)[O-])c2C)c1O,-3,13,7,12,-3,-2.0,14,17,-9
Cn1c(=O)c2c(nc(SCC(=O)OCc3ccccc3)n2C)n(C)c1=O,.,1,3,.,-7,.,.,.,12
O=C(CN1C(=O)S/C(=C/c2ccccn2)C1=O)N1CCOCC1,-1,0,10,-12,-6,0.7,-12,0,-12
CS(=O)(=O)c1ccc(Cl)c(NC(=O)CCl)c1,1,-1,9,0,0,-1.2,3,24,-1
CCCCn1c(=O)n(CC(=O)Nc2c(CC)cccc2CC)c(=O)c2c1nc(CO)n2CCC,-2,1,15,-5,8,-0.2,1,29,-5
CN1C(=O)CC(C(=O)Nc2ccc(F)cc2)SC1=Nc1ccc2c(c1)OCO2 (configuration not stated),-1,-4,-2,-1,-5,-1.5,3,35,7
COc1cccc(CNC(=O)COc2cccc3c2OC(C)(C)C3)c1,-1,-2,13,-18,-6,-0.5,-13,5,-6
COc1ccc(C(=O)NC(C)c2nnc(SCC(=O)Nc3nc4ccccc4s3)n2C)cc1 (configuration not stated),-3,21,-5,2,-5,-0.4,9,15,7
